Screening data (PubChem)
Runt-CBFb FRET: inhibitors of RUNX1 Runt–CBFb binding, primary screen, biochemical, FRET, Cerulean-Runt, Venus-CBFb, uHTS | Runt-related transcription factor 1 (Homo sapiens) + Core-binding factor subunit beta … | Cerulean-Runt/Venus-CBFb FRET ratio 530/480, 1 h | inhibition, % at 20 µM | 220,000 compounds, 0.46% hits;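 active = inhibition over about 50% at 20 µM in the single-dose screen, limit read from the data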;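 note: 0% = DMSO wells and 100% = excess unlabeled CBFb competitor control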
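Schedule: protein complex preformed 1 h, compound exposure 1 h, room temperature, dark; test system: Cerulean-labeled Runt domain protein; amount: 100 nM per protein; buffer or medium: Tris 50 mM pH 7.5, KCl, K2SO4, 0.01% BSA; read-out: loss of energy transfer signal; detection: FRET fluorescence; controls: 5 µM unlabeled CBFb as full-inhibition high control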
Runt-SMMHC FRET: inhibitors of RUNX1 Runt–CBFb-SMMHC binding, primary screen, biochemical, FRET, Cerulean-Runt, Venus-CBFb-SMMHC, uHTS; AID 1434, 2008; 220,000 compounds, 0.74% hits; Cerulean-Runt/Venus-CBFb-SMMHC FRET ratio 530/480, 1 h; inhibition, % at 20 µM;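 active = mean inhibition across duplicate retests at 20 µM reaching about 50%, limit read from the data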;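 note: 0% = DMSO wells and 100% = wells with excess untagged CBFb-SMMHC; inhibitors lower the FRET ratio by blocking Runt binding to CBFb-SMMHC; some results filed as inactive read as strong as hits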
FXIa inh: human FXIa protease inhibitors, primary screen, biochemical, 1536-well; inhibition, % at 5 µM; Coagulation factor XI (Homo sapiens), P03951; purified FXIa, Boc-Glu-Ala-Arg-AMC fluorogenic substrate; 220,000 compounds, 0.14% hits; AID 798, 2007;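 active = inhibition of at least 40%; inactive = inhibition below 40%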;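 note: fluorescence of freed AMC excited at 355 nm; 0% = enzyme without compound and 100% = no enzyme blank; many of its hits are not listed in these tables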
FXIIa inh: human FXIIa protease inhibitors, primary screen, biochemical, 1536-well; Coagulation factor XII (Homo sapiens), P00748; purified FXIIa, Boc-QGR-AMC fluorogenic substrate, 2 h; inhibition, % at 5 µM; 220,000 compounds, 0.3% hits; AID 800, 2007; in the data active = inhibition above about 40%;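 note: 0% = enzyme with no compound and 100% = blank without enzyme; many of its hits are not listed in these tables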
Hck Nef HTS: inhibitors of Nef-activated human Hck kinase, primary screen, biochemical, Z-Lyte FRET, 384-well, Hck-YEEI | Tyrosine-protein kinase HCK (Homo sapiens), P08631 | Recombinant Hck-YEEI plus Nef, Z-Lyte FRET kinase assay | inhibition, % at 20 µM | 220,000 compounds, 0.68% hits | AID 463187, 2010;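 active = Hck-Nef kinase inhibition above about 50%, limit read from the data; inactive = inhibition below that limit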;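 note: 0% = DMSO with Hck plus Nef and 100% = Hck alone without Nef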
hK5 inh: human KLK5 protease inhibitors, primary screen, biochemical, 1536-well | Kallikrein-5 (Homo sapiens), Q9Y337 | recombinant hK5, fluorogenic AMC substrate cleavage | 210,000 compounds, 0.59% hits | inhibition, % at 5 µM | AID 873, 2007;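 active = inhibition of 40% or more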;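 note: 0% = enzyme controls without compound and 100% = no-enzyme blanks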
Wee1 degr inh: Wee1 degradation inhibitors, primary screen, cell-based, HeLa, Wee1K328M-luciferase, luminescence; Wee1-like protein kinase (Homo sapiens), P30291; HeLa Luc-Wee1K328M stability; 100% = proteasome inhibitor MG132 effect; reporter increase, % at 5 µM; 220,000 compounds, 1.2% hits;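 active = activation above the mean of all tested compounds plus 3 SD, set per screening run, cut at about 8.8% in these data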;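 note: cells exposed to compound for 20 h before luminescence read; 0% = DMSO alone and 100% = MG132 at 30 µM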
Target sequence (P30291 whole entry K328M): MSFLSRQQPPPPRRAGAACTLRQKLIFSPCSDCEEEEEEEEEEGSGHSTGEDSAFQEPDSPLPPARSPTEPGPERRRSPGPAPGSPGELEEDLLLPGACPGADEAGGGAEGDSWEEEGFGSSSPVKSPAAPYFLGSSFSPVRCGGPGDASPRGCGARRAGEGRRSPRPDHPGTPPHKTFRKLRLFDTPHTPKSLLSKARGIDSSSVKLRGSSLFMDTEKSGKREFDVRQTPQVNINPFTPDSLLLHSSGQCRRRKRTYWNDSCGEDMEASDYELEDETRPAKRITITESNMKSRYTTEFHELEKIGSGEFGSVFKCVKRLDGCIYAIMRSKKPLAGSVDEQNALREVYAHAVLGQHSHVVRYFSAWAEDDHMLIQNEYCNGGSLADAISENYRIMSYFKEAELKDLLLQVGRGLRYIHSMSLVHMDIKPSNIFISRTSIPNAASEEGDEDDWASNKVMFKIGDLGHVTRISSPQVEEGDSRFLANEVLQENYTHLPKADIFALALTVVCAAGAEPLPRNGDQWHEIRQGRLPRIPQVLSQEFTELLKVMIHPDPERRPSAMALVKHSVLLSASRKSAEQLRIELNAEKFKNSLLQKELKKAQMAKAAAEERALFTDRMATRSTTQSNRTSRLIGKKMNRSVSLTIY
Thrombin inh: human alpha-thrombin inhibitors, primary screen, counter-screen for coagulation protease inhibitor project, biochemical, 1536-well, fluorogenic AMC substrate. inhibition, % at 5 µM. Boc-VPR-AMC fluorogenic substrate cleavage. Prothrombin (Homo sapiens), P00734. AID 1046, 2008. 220,000 compounds, 0.26% hits;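 active = inhibition at or above 40%; inactive = inhibition below 40%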;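 note: 0% = enzyme with no compound and 100% = wells without enzyme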
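Assay system: human alpha-thrombin enzyme. Reagent: Boc-VPR-AMC substrate, 15 µM final. Compound dosing: one concentration per compound, 5 µM, with 0.2% DMSO. Incubation: room-temperature reaction. Technique: AMC fluorescence, 355/460 nm. Measure: % inhibition relative to enzyme controls and enzyme-free blanks.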
14-3-3 Bad PPI: inhibitors of 14-3-3 zeta/Bad binding, primary screen, biochemical, TR-FRET, bovine 14-3-3 zeta. 14-3-3 protein zeta/delta (Bos taurus), P63103. inhibition, % at 21.7 µM. TR-FRET 14-3-3zeta/Dy647-pBad peptide displacement, 1 h. 220,000 compounds, 0.71% hits. AID 781, 2007;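 active = inhibition above about 70%, limit read from the data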;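 note: 0% = full 14-3-3 plus peptide FRET controls and 100% = background without 14-3-3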
Target sequence (P63103 whole entry, looked up): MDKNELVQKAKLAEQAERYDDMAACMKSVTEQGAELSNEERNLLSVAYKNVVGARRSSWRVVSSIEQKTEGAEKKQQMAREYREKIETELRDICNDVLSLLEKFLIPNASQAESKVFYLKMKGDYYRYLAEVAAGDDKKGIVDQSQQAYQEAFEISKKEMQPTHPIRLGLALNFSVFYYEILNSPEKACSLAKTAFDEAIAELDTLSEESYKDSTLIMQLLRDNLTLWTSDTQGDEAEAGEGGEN
Numbers without * were called inactive; . = not tested or not shown; & = joins results of further samples; [ ] = another dose, or the depositor's remark. The order is random (roughly 4.2% active in at least one column).

SMILES	Runt-CBFb FRET	Runt-SMMHC FRET	FXIa inh	FXIIa inh	Hck Nef HTS	hK5 inh	Wee1 degr inh	Thrombin inh	14-3-3 Bad PPI
Cc1nn(Cc2ccccc2Cl)c(C)c1NC(=O)C1C2CCC(O2)C1C(=O)O (centres undefined)	4	-1	3	13	4	-10	-1	-1	2
c1ccc(-c2noc(-c3ccno3)n2)nc1	-2	-8	-2	7	7	4	-1	1	0
Cc1ccoc1C(=O)Nc1cccc(Oc2ccccc2)c1	-2	0	0	7	2	-12	4	2	-4[fluorescence artefact?]
CN(C)C(=O)CNc1n[nH]c(=S)[nH]c1=O	-2	0	12	21	-9	32	0	17	-5
CCN(CC(=O)NC(c1ccccc1)c1ccccc1)Cc1nc2ccccc2c(=O)[nH]1	-3	2	7	24	1	-8	1	5	-2[fluorescence artefact?]
O=C(c1ccccc1)N1CCCC(C(=O)N2CCc3ccccc3C2)C1 (centres undefined)	-1	0	7	15	4	-5	0	3	-12
CN1CCN(CCCc2c3c(cc4c2CCC4)CCC3)CC1	2	-4	10	11	3	-1	1	-2	20[fluorescence artefact?]
Cc1cc2oc(C(=O)NC3CCS(=O)(=O)C3)c(C)c2cc1C (centres undefined)	0	-1	-3	14	2	-3	0	1	-1
O=C1CCCC2=C1C(c1cccc(O)c1)C1=C(N2)c2ccccc2C1=O (centres undefined)	1	2	2	8	17	6	-2	1	-11
CN(C)CCCNc1nc(N)c([N+](=O)[O-])c(NCCO)n1	1	-1	7	10	10	-5	-1	-1	1
CSc1ccc(NC(=O)Nc2cc(C)ccn2)cc1	-2	2	1	4	12	-2	5	-6	-1
CC(C)n1c(-c2ccccc2F)n[nH]c1=S	6	1	5	17	2	-17	2	4	-7[fluorescence artefact?]
CCOC(=O)C(CCCCCCC(NC(C)=O)(C(=O)OCC)C(=O)OCC)(NC(C)=O)C(=O)OCC	2	-4	2	4	6	-1	1	-5	-1
CC(C)SCCCCOc1ccc2ccccc2c1	-2	1	0	9	1	16	-3	1	15
O=C(CCSc1ccccc1)Nc1ccc(S(=O)(=O)Nc2ncccn2)cc1	1	-1	-3	1	-5	.	2	-5	-11
Cc1[nH]c(=O)[nH]c(=O)c1N(C)C	0	0	-6	4	20	2	1	-5	15
Cc1ccc(OC(C)C(=O)N=Nc2c(O)[nH]c3ccc([N+](=O)[O-])cc23)cc1 (centres undefined)	-4	-3	-1	5	-1	.	-2	-2	-8
CCOc1cc(C)c(S(=O)(=O)N2CCCCC2)cc1C	0	2	-3	12	16	-1	2	-2	-4
O=C(O)CSc1ncnc2c1oc1ccccc12	-1	4	2	12	1	6	-1	2	0
COc1cc(C)c(S(=O)(=O)N2CCOCC2)cc1C(C)C	1	-2	-10	-1	0	6	2	-2	7
O=C(O)Cn1c(-c2cscn2)nc2ccccc21	-2	-1	-3	5	2	-33	0	-12	72*
Cc1ccc(Cn2c(CN3CCOCC3)nc3c2c(=O)n(C)c(=O)n3C)cc1	1	-2	-4	-2	0	-24	4	0	1
COc1ccc(CCNC(=O)COc2ncnc3ccccc23)cc1OC	1	-5	-3	7	14	-3	3	-5	-8
CCN(CC)S(=O)(=O)c1ccc(N2Cc3ccccc3C2=N)cc1	-1	-1	3	15	22	2	3	-5	-11
Cc1c(NC(=O)/C(C#N)=C/c2c(Oc3ccccc3)nc3ccccn3c2=O)c(=O)n(-c2ccccc2)n1C	8	19	1	8	2	-3	1	0	-1
CC1(C)CC(=O)C2=C(C1)NC(Nc1nc3ccccc3o1)=NC21CCCCC1	-2	-3	2	5	0	10	-3	-4	11[fluorescence artefact?]
O=C1CCC/C1=c1\s/c(=C\c2cccnc2)c(=O)n1-c1ccccc1	-6	-16	10	25	-5	-11	5	9	-15[fluorescence artefact?]
COCCCNS(=O)(=O)c1ccccc1	-1	1	-18	12	1	7	-2	2	10
CC(=O)NCCc1nc2cc(NC(=O)c3cccs3)ccc2n1C	-1	1	4	3	9	-17	1	2	0
COC(=O)c1cnc(Nc2cccc(C(F)(F)F)c2)c([N+](=O)[O-])c1	-5	-1	0	2	1	15	-1	-6	2
Cc1ccc(NC(=O)CSc2ccc(-c3cccnc3)nn2)cc1Cl	-2	-4	-4	6	23	0	-1	-3	-9
COc1ccc(-c2nnc(SC(C)C(=O)Nc3cccc(Cl)c3)o2)cc1 (centres undefined)	-2	1	0	3	-1	-6	4	-11	2
Cc1cccc(C(=O)NCC(=O)OCC(=O)N2CCCCC2)c1	0	-1	-6	3	-24	-5	-1	-9	-3
COc1ccccc1C/C(N)=N/OC(=O)c1cccc([N+](=O)[O-])c1C	-3	4	28	14	3	9	3	-3	5
Cc1cc(OC(=O)c2ccc(S(=O)(=O)N3CCCC3)cc2)c([N+](=O)[O-])c(=O)[nH]1	10	1	-1	4	22	-1	6	-7	10
O=c1[nH]c2cc3c(cc2cc1CN(CCCO)C(=S)NCc1ccco1)OCO3	4	-11	2	7	20	3	0	-5	-3
Cc1cccc(CC(=O)c2c[nH]c3ccccc23)c1	-2	0	-9	3	4	-9	2	-4	-1
CC(=O)c1c(C)[nH]c(C(=O)OC2CCCCC2=O)c1C (centres undefined)	-2	1	-6	18	0	15	2	7	2
CCOc1ccc2nc(NC(=O)c3ccc(OC)c(S(=O)(=O)N4CCOCC4)c3)sc2c1	2	-2	-2	12	0	-15	3	-8	49
CS(=O)(=O)N(CC(=O)N1CCN(c2ccc(F)cc2)CC1)c1cccc(Cl)c1	1	0	8	8	-20	-22	0	-3	10
Cc1ccc(CSc2nnc(SCC(=O)N/N=C/c3ccccc3OCC(=O)O)s2)cc1	-10	2	3	13	31	2	-2	2	10
CNCCCCOc1ccccc1Cc1ccccc1	0	1	.	.	.	.	1	.	0
CC(NC(=O)c1nn(C)c(=O)c2ccccc12)c1ccccc1 (centres undefined)	-1	3	4	2	1	-14	4	1	-9
Fc1ccc(NC(=S)N2CCOCC2)cc1Cl	4	-3	-4	-2	-5	-8	-2	-4	-4
Cc1ccc2c(c1)nnn2C1CCN(C(=O)c2ccccc2F)CC1	-1	-9	-6	2	3	-10	0	-5	7
Cc1ccc(C(C(=O)NCc2ccco2)N(C(=O)Cn2nnc3ccccc32)c2ccccc2)o1 (centres undefined)	0	4	2	8	0	-9	5	1	3
CCOC(=O)CSc1nc2ccsc2c(=O)n1C1CCN(C(=O)OCC)CC1	-3	0	-6	-7	3	1	-1	-8	-8
CCOC(=O)N1CCN(S(=O)(=O)c2ccc(C(=O)NNc3nc4c(C)cccc4s3)cc2)CC1	40	10	-6	1	-3	-79	-2	-2	2
CCc1ccc[n+](-c2[nH]c(=O)sc2/C=N/N=C(\[O-])CCn2c3ccccc3c3ccccc32)c1	-1	-7	-3	1	9	-1	1	-8	4
O=C(c1c[nH]c2ccccc12)N1CCN(Cc2ccccc2)CC1	-1	4	-5	1	-14	-5	-2	-6	-1
CN(Cc1cccc(F)c1)C(=O)c1ccc(S(=O)(=O)C(F)F)cc1	-4	-4	-8	9	2	-10	0	-5	-7
Cc1nc(NC(=O)c2ccc(Cl)cc2)nc2cc3c(cc12)OCO3	-2	-4	5	8	1	-4	1	-1	-2
CN(C(=O)CSc1ncc(C(F)(F)F)cc1Cl)c1c(N)n(Cc2ccccc2)c(=O)[nH]c1=O	-5	0	3	6	-12	3	0	0	-6
O=C(CSCc1ccc(Cl)cc1)NCc1ccccn1	0	5	-4	1	1	-17	1	-9	-2[fluorescence artefact?]
Cc1ccc(F)cc1NC(=S)NCCc1ccccc1	1	-3	7	12	6	-14	-1	-3	-18
CCn1c(COc2ccc(=O)n(-c3ccccc3)n2)nnc1SCc1ccc(OC)cc1	-1	0	6	16	0	-13	-2	5	-7
CN(C(=O)Cn1cc(C#N)c2ccccc21)c1ccccc1	2	2	5	10	9	3	3	-8	8
Cn1ncc(Br)c1C(=O)Nc1ccc(Br)cn1	-4	-1	13	1	2	-11	1	-4	-15
Cc1ccc(NC(=O)c2ccco2)c([N+](=O)[O-])c1	-1	-4	-1	7	14	3	-1	-6	-7
COc1ccccc1C1=NNC(=NCc2ccccc2)SC1	28	15	-3	11	24	-5	-1	14	-4
(continued)
SMILES	Runt-CBFb FRET	Runt-SMMHC FRET	FXIa inh	FXIIa inh	Hck Nef HTS	hK5 inh	Wee1 degr inh	Thrombin inh	14-3-3 Bad PPI
Cc1ccc(C(=O)NNC(=O)CSc2nnc3c(n2)[nH]c2ccc(C)cc23)cc1	.	-10	4	16	3	-40	-1	1	37
Cc1ccc(S(=O)(=O)/C(C#N)=C/c2c(N3CCN(C)CC3)nc3c(C)cccn3c2=O)cc1	-94	-155	5	15	0	2	-2	6	4
Nc1cc(=O)[nH]c(SCc2nnc(-c3ccccc3)o2)n1	1	3	-4	10	1	-13	0	-2	-4
Cc1ccc(Nc2nc(CSc3nnc(-c4cccnc4)n3-c3ccccc3C)cs2)cc1	9	3	1	4	0	-17	-2	-5	-17
COc1ccc(O)c(C2=Nc3ccccc3N=C(c3ccccc3)C2)c1	-3	-26	5	15	18	7	-2	3	6
O=C(Nc1ccccc1)OCCOc1ccccc1	-1	4	1	-8	6	6	0	3	14
CCCCCn1c(=N)n(CC(O)COc2ccccc2OC)c2ccccc21 (centres undefined)	0&0	-1&0	2&3	10&5	19&29	1&2	0	-6&-6	11&2
O=C(NC1CCCCCC1)C1CCC(CNS(=O)(=O)c2ccc(Br)s2)CC1 (centres undefined)	-3	2	1	10	5	-9	-1	-2	1[fluorescence artefact?]
COc1cc(C=O)ccc1OCc1ccc(Cl)nc1	1	0	-2	2	3	-5	6	-1	-5

Looked up by compound from above (3):
SMILES	Runt-CBFb FRET	Runt-SMMHC FRET	FXIa inh	FXIIa inh	Hck Nef HTS	hK5 inh	Wee1 degr inh	Thrombin inh	14-3-3 Bad PPI
O=C(NC1CCCCCC1)C1CCC(CNS(=O)(=O)c2ccc(Br)s2)CC1 (centres undefined)	-3	2	1	10	5	-9	-1	-2	1[fluorescence artefact?]
COc1cc(C=O)ccc1OCc1ccc(Cl)nc1	1	0	-2	2	3	-5	6	-1	-5
Cc1ccc(S(=O)(=O)/C(C#N)=C/c2c(N3CCN(C)CC3)nc3c(C)cccn3c2=O)cc1	-94	-155	5	15	0	2	-2	6	4
